Yfh1-depleted yeast = mitochondrial function rescue without frataxin homolog – Friedreich's ataxia, plus single-dose screen, dose response (AID 1465); S. cerevisiae Yfh1-off respiration, WST-1 reduction, 72 h; higher fold induction means a stronger effect; one-dose fold induction at 50 µM; EC50 in µM for titrated hits; actives 0.074% (n = 220,000);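 active = fold induction of absorbance versus untreated yeast above a set limit, then at least 30% activation at any dose in follow-up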;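 also: activators that raise dye reduction in frataxin-depleted yeast; strong numbers were not always called active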
Dynein transport = dynein cargo transport inhibition; 3617.4 mouse cells, GR-EGFP nuclear translocation imaging; test concentration mostly 20 µM; stimulated with dexamethasone, 1 µM; hits give low values; z-score, hits read low; actives 0.47% (n = 220,000);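 active = plate z-score of nuclear minus cytoplasmic receptor signal below a set negative limit, without overly bright fluorescence or cell loss, cut at about -3.5 in these data, passing the limit was not always enough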;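 also: z-score of nuclear minus cytoplasmic ring GR-EGFP intensity difference per well; some compounds called inactive have numbers as strong as hits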
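Buffer or medium: Induction medium lacking tetracycline, stripped serum | Also added: Dexamethasone agonist, 1.0 µM final, for 30 min | Timing: 48 h induction, 1 h compound, 30 min dex at 37 °C | Detection: Formaldehyde fixation, Hoechst nuclear stain, 10x automated fluorescence imaging | Measure: Nuclear versus cytoplasmic GR-EGFP signal, averaged per well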
b-catenin transl = modulators of beta-catenin nuclear translocation | HeLa beta-catenin nuclear translocation, immunofluorescence imaging | nuclear translocation activity, % at 5 µM | actives 0.3% (n = 190,000) | AID 1665;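 active = nuclear translocation activity above 50% at 5 µM, with a well cell count of 50 or more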;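 also: per-cell ratio of nuclear to cytoplasmic median beta-catenin stain intensity; plate controls were DMSO negative control for no effect and GSK-3 inhibitor IX positive control for full effect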
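System: HeLa cells, endogenous beta-catenin; compound dosing: 5 µM primary single dose, 0.1% DMSO, 0.02–20 µM confirmation series; incubation: 24 h compound exposure at 37°C, 5% CO2; signal: beta-catenin immunofluorescence imaging with DAPI; evaluation: % activation, nuclear-to-cytoplasmic median beta-catenin signal ratio per cell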
Ins promoter up = MIN6 insulin promoter up-regulation; MIN6 insulin promoter-GFP reporter, high-content imaging; hits give high values; z-score at 5 µM; actives 0.3% (n = 190,000); AID 1625;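 active = z-score above 3 at 5 µM with at least 500 cells counted in the well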
Autophagy mod = autophagy modulation, high-content screen | MEF GFP-LC3 puncta imaging; test concentration mostly 10 µM | calls only at 10 µM (by protocol) | actives 0.98% (n = 190,000);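 active = percentage of spot-positive cells more than 3 SD above its plate mean, without a fluorescence outlier flag or 80% toxicity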;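 also: spot-positive cell cutoff set from DMSO-treated cells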
HEK293 NOD2/NF-kB = inhibition of NOD2-driven NF-kB reporter – cell-based, luminescence, uHTS, HEK293 (AID 1566); one-dose inhibition, % at 4 µM; EC50 in µM for titrated hits; HEK293 NOD2/NF-kB luciferase reporter, luminescence; higher % means a stronger effect; actives 0.63% (n = 290,000); in the data active = inhibition above about 50%; also: many of its hits are not listed in these tables
WT yeast gro inh = growth inhibition of WT yeast, mitochondrial fusion screen; mitochondrial fusion phenotypic screen, WT strain; inhibition, % at 10 µM; actives 2.1% (n = 190,000); AID 1362; in the data active = inhibition above about 58%; tested in S. cerevisiae
MT stabilizer = stabilizes microtubules in HeLa cells; % tubulin-high responders, % at 10 µM; HeLa tubulin immunostaining HCS, 24 h; share of cells brighter than vehicle mean+2SD; actives 0.83% (n = 200,000); AID 2205;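 active = plate Z-score above 3 for both tubulin-high and condensed-nucleus cell shares, with cell loss under 80%, at 10 µM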;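 also: anti alpha tubulin signal scored within the nucleus-defined area of each cell; some results filed as inactive read as strong as hits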
Hep lipid drop = hepatic lipid droplet formation modulation. AID 1656. actives 0.4% (n = 240,000). inhibition, % at 6.5 µM. AML12 mouse hepatocytes, oleate lipid droplets, BODIPY imaging;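 active = lipid droplet intensity inhibited by at least 50%, with more than 500 cells counted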
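Assay system: AML12 hepatocytes (mouse) / Also added: 100 µM oleic acid challenge / Times: overnight treatment with compound plus oleate / Detection: high-content imaging of BODIPY-stained droplets and DAPI nuclei / Evaluation: % inhibition of lipid droplet signal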
WT yeast gro inh mutant strain = further read-out of WT yeast gro inh, marked with its call; inhibition, %; mitochondrial fusion phenotypic screen, mutant strain inhibition
Dynein transport cytoplasmic EGFP = further read-out of Dynein transport, marked with its call; z-score; measured here: cytoplasmic GR-EGFP intensity; hits give high values
Dynein transport nuclear GR-EGFP = further read-out of Dynein transport, marked with its call; z-score; measured here: nuclear GR-EGFP intensity;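 lower value marks the stronger effect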
Dynein transport cell count = second read-out of Dynein transport, no call of its own (marks repeat the call); z-score; measured here: cell count per field
Ins promoter up cell count = second read-out of Ins promoter up, no call of its own (marks repeat the call); cell count; measured here: cytotoxicity, nuclei count;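 total cells summed across four imaged fields per well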
Hep lipid drop cells 6.5 µM = also measured in Hep lipid drop; calls as there; cell count; measured here: cell count, cytotoxicity flag;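 cells counted across two imaged fields per well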
b-catenin transl cell count 5 µM = also measured in b-catenin transl; calls as there; cell count; measured here: cell count, cytotoxicity flag
MT stabilizer Hoechst-high % = second read-out of MT stabilizer, no call of its own (marks repeat the call); % Hoechst-high responders; measured here: nuclear condensation Hoechst responders;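 share of cells brighter than vehicle mean plus two SD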
MT stabilizer cytotoxicity % = also measured in MT stabilizer; calls as there; toxicity, %; measured here: cytotoxicity by cell density;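 0% = mean cell density of plate MIN control wells and 100% = no cells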
Autophagy mod cell loss 18 h = second read-out of Autophagy mod, no call of its own (marks repeat the call); toxicity, %; measured here: cell loss, nuclei count;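 cell loss after 18 h compound exposure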
* hit, by the source's call.

What do the screens show for `COC(=O)c1ccc(-c2ccc([C@H]3[C@H]4C=CC[C@@H](C)[C@@H]4C(=O)N3Cc3ccccc3)c(F)c2)cc1`?
Yfh1-depleted yeast: inactive; Dynein transport: 0.51; b-catenin transl: -2.8; HEK293 NOD2/NF-kB: 21%; Hep lipid drop: 12; Dynein transport cytoplasmic EGFP: -0.74; Dynein transport nuclear GR-EGFP: 0.39; Dynein transport cell count: -0.7; Hep lipid drop cells 6.5 µM: 622; b-catenin transl cell count 5 µM: 1112

Results for O=C(COc1cccnc1[N+](=O)[O-])Nc1cccc(S(=O)(=O)N2CCOCC2)c1 ?
Yfh1-depleted yeast: inactive; Dynein transport: 0.99; b-catenin transl: -2.7; Ins promoter up: -0.01; Autophagy mod: inactive; HEK293 NOD2/NF-kB: 0%; WT yeast gro inh: 2; MT stabilizer: 4.5; Hep lipid drop: 5; WT yeast gro inh mutant strain: 12; Dynein transport cytoplasmic EGFP: -0.31; Dynein transport nuclear GR-EGFP: 0.74; Dynein transport cell count: -1.1; Ins promoter up cell count: 1107; Hep lipid drop cells 6.5 µM: 675; b-catenin transl cell count 5 µM: 1084; MT stabilizer Hoechst-high %: 2.8; MT stabilizer cytotoxicity %: 6.8; Autophagy mod cell loss 18 h: -3

Results for CC(=O)c1ccc(S(=O)(=O)N2CCN(CC#N)CC2)cc1 ?
Yfh1-depleted yeast: inactive; Dynein transport: 0.41; b-catenin transl: -0.1; Ins promoter up: -1.2; HEK293 NOD2/NF-kB: 9%; Hep lipid drop: -10; Dynein transport cytoplasmic EGFP: -0.11; Dynein transport nuclear GR-EGFP: 0.43; Dynein transport cell count: -0.58; Ins promoter up cell count: 1018; Hep lipid drop cells 6.5 µM: 747; b-catenin transl cell count 5 µM: 1360

Results for CN(C(=O)c1ccccc1Cl)C1CCCCC1 ?
Yfh1-depleted yeast: inactive; Dynein transport: 0.3; b-catenin transl: 0.0; Ins promoter up: 1.1; Autophagy mod: inactive; HEK293 NOD2/NF-kB: 8%; WT yeast gro inh: -22; MT stabilizer: 3.2; Hep lipid drop: -13; WT yeast gro inh mutant strain: -7; Dynein transport cytoplasmic EGFP: -0.24; Dynein transport nuclear GR-EGFP: 0.14; Dynein transport cell count: 1.3; Ins promoter up cell count: 1195; Hep lipid drop cells 6.5 µM: 748; b-catenin transl cell count 5 µM: 872; MT stabilizer Hoechst-high %: 1.5; MT stabilizer cytotoxicity %: 4.0; Autophagy mod cell loss 18 h: 2

What do the screens show for `O=S(=O)(Nc1ccccn1)c1ccc(Cl)c2ccccc12`?
Yfh1-depleted yeast: inactive; Dynein transport: 0.28; b-catenin transl: 1.7; Ins promoter up: -0.18; Autophagy mod: inactive; HEK293 NOD2/NF-kB: -16%; WT yeast gro inh: -12; MT stabilizer: 4.2; Hep lipid drop: 5; WT yeast gro inh mutant strain: 6; Dynein transport cytoplasmic EGFP: -0.22; Dynein transport nuclear GR-EGFP: -0.12; Dynein transport cell count: 0.5; Ins promoter up cell count: 1570; Hep lipid drop cells 6.5 µM: 683; b-catenin transl cell count 5 µM: 979; MT stabilizer Hoechst-high %: 1.7; MT stabilizer cytotoxicity %: 9.9; Autophagy mod cell loss 18 h: 5

What do the screens show for `CCOC(=O)C1=C(C)N=C2SC=C(C)N2C1c1ccc(OC)cc1` (stereo not drawn)?
Yfh1-depleted yeast: inactive; Dynein transport: 0.6; b-catenin transl: 16; Ins promoter up: -0.42; Autophagy mod: inactive; HEK293 NOD2/NF-kB: 6%; WT yeast gro inh: -9; MT stabilizer: 12*; Hep lipid drop: -22; WT yeast gro inh mutant strain: 1; Dynein transport cytoplasmic EGFP: -0.2; Dynein transport nuclear GR-EGFP: 0.42; Dynein transport cell count: 0.64; Ins promoter up cell count: 1410; Hep lipid drop cells 6.5 µM: 676; b-catenin transl cell count 5 µM: 1189; MT stabilizer Hoechst-high %: 29*; MT stabilizer cytotoxicity %: 30*; Autophagy mod cell loss 18 h: -2

Results for O=C(C1CCN(c2ncnc3c2sc2cccc(F)c23)CC1)N1CCOCC1 ?
Yfh1-depleted yeast: inactive; Dynein transport: -0.63; b-catenin transl: -1.3; Ins promoter up: -1.2; Autophagy mod: inactive; HEK293 NOD2/NF-kB: 23%; WT yeast gro inh: 8; MT stabilizer: 9.2; WT yeast gro inh mutant strain: 6; Dynein transport cytoplasmic EGFP: -0.1; Dynein transport nuclear GR-EGFP: -0.27; Dynein transport cell count: 0.51; Ins promoter up cell count: 961; b-catenin transl cell count 5 µM: 967; MT stabilizer Hoechst-high %: 2.1; MT stabilizer cytotoxicity %: 8.2; Autophagy mod cell loss 18 h: 17

How did Cn1c(N)c(-c2nc3cccnc3n2C)sc1=S do in these assays?
Yfh1-depleted yeast: inactive; Dynein transport: -0.7; b-catenin transl: 0.9; Ins promoter up: 0.17; Autophagy mod: inactive; HEK293 NOD2/NF-kB: 6%; WT yeast gro inh: -13; MT stabilizer: 4.6; Hep lipid drop: 4; WT yeast gro inh mutant strain: 5; Dynein transport cytoplasmic EGFP: -0.3; Dynein transport nuclear GR-EGFP: 0.22; Dynein transport cell count: 0.65; Ins promoter up cell count: 1574; Hep lipid drop cells 6.5 µM: 714; b-catenin transl cell count 5 µM: 910; MT stabilizer Hoechst-high %: 2.7; MT stabilizer cytotoxicity %: 3.2; Autophagy mod cell loss 18 h: -14

Results for CCOc1cc(N2CCOCC2)c(OCC)cc1NC(=O)COc1ccc2ccc(=O)oc2c1 ?
Yfh1-depleted yeast: inactive; Dynein transport: 1.8; b-catenin transl: 1.7; Ins promoter up: -1.4; Autophagy mod: inactive; HEK293 NOD2/NF-kB: 4%; WT yeast gro inh: -4; MT stabilizer: 3.0; Hep lipid drop: -8; WT yeast gro inh mutant strain: -19; Dynein transport cytoplasmic EGFP: -0.17; Dynein transport nuclear GR-EGFP: 0.66; Dynein transport cell count: -1.6; Ins promoter up cell count: 1491; Hep lipid drop cells 6.5 µM: 694; b-catenin transl cell count 5 µM: 1078; MT stabilizer Hoechst-high %: 2.3; MT stabilizer cytotoxicity %: 7.0; Autophagy mod cell loss 18 h: -5

How did COc1ccccc1NC(=O)CCSc1nc(C)cc(C)n1 do in these assays?
Yfh1-depleted yeast: inactive; Dynein transport: 1.4; b-catenin transl: 0.2; Ins promoter up: -0.02; Autophagy mod: inactive; HEK293 NOD2/NF-kB: -4%; WT yeast gro inh: 9; MT stabilizer: 2.0; Hep lipid drop: -16; WT yeast gro inh mutant strain: 5; Dynein transport cytoplasmic EGFP: 1.4; Dynein transport nuclear GR-EGFP: 1.4; Dynein transport cell count: -1.2; Ins promoter up cell count: 1660; Hep lipid drop cells 6.5 µM: 753; b-catenin transl cell count 5 µM: 922; MT stabilizer Hoechst-high %: 1.1; MT stabilizer cytotoxicity %: 1.3; Autophagy mod cell loss 18 h: 3

How did Cc1onc(-c2c(Cl)cccc2Cl)c1C(=O)Nn1cnnc1 do in these assays?
Yfh1-depleted yeast: inactive; Dynein transport: 1.2; b-catenin transl: -1.7; Ins promoter up: 0.15; Autophagy mod: inactive; HEK293 NOD2/NF-kB: 11%; WT yeast gro inh: -4; MT stabilizer: 1.9; WT yeast gro inh mutant strain: -11; Dynein transport cytoplasmic EGFP: -0.12; Dynein transport nuclear GR-EGFP: 0.57; Dynein transport cell count: -1.6; Ins promoter up cell count: 1247; b-catenin transl cell count 5 µM: 1179; MT stabilizer Hoechst-high %: 1.2; MT stabilizer cytotoxicity %: 13; Autophagy mod cell loss 18 h: -10

What do the screens show for `Cc1ccnc(SCC(=O)N2CCCc3ccccc32)n1`?
Yfh1-depleted yeast: inactive; Dynein transport: -0.43; b-catenin transl: 2.1; Ins promoter up: 0; Autophagy mod: inactive; HEK293 NOD2/NF-kB: -3%; WT yeast gro inh: -2; MT stabilizer: 1.9; Hep lipid drop: -6; WT yeast gro inh mutant strain: -1; Dynein transport cytoplasmic EGFP: -0.16; Dynein transport nuclear GR-EGFP: 0.042; Dynein transport cell count: 0.38; Ins promoter up cell count: 1445; Hep lipid drop cells 6.5 µM: 755; b-catenin transl cell count 5 µM: 954; MT stabilizer Hoechst-high %: 1.7; MT stabilizer cytotoxicity %: 8.4; Autophagy mod cell loss 18 h: 25

Results for COc1cc(-n2nc(C)c3c2OC(N)=C(C#N)C3c2ccccc2)c(Cl)c(Br)c1O (stereo not drawn) ?
Yfh1-depleted yeast: inactive; Dynein transport: -0.034; b-catenin transl: 5.8; Ins promoter up: -0.3; Autophagy mod: inactive; HEK293 NOD2/NF-kB: 4%; WT yeast gro inh: 9; MT stabilizer: 2.3; Hep lipid drop: -16; WT yeast gro inh mutant strain: 19; Dynein transport cytoplasmic EGFP: -0.2; Dynein transport nuclear GR-EGFP: 0.18; Dynein transport cell count: -0.67; Ins promoter up cell count: 1332; Hep lipid drop cells 6.5 µM: 703; b-catenin transl cell count 5 µM: 703; MT stabilizer Hoechst-high %: 1.4; MT stabilizer cytotoxicity %: 5.3; Autophagy mod cell loss 18 h: 2

Assay outcomes from PubChem BioAssay.

These rows are one share of the data; rates above refer to the full screens.
